# STK33 kinase inh: inhibitors of purified STK33 kinase, primary screen, biochemical, ADP-Glo luminescence, homogeneous, cell-free. Serine/threonine-protein kinase 33 (Homo sapiens), Q9BYT3. MBP phosphorylation. inhibition, % at 10 µM. 0.073% of 320,000 active;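 active means inhibition at or above 25%, using the most active replicate where run in duplicate; inactive means inhibition below 25%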
# Target sequence (Q9BYT3 whole entry, looked up): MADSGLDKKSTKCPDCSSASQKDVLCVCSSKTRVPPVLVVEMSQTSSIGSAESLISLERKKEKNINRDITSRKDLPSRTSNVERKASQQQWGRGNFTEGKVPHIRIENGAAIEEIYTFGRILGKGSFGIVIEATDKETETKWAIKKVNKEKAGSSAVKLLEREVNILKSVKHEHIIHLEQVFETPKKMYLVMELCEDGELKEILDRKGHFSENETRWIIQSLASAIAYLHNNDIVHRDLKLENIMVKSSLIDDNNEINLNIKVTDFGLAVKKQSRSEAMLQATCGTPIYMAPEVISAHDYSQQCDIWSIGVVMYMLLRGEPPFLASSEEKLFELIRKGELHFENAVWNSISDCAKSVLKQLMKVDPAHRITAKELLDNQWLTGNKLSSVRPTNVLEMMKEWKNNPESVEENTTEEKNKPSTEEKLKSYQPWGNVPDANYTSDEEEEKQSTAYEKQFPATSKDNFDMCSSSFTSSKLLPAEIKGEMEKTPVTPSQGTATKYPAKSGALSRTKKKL
# KCNQ2 inh: KCNQ2 potassium channel inhibitors, primary screen, cell-based, CHO-K1, FluxOR thallium flux, B-score (AID 2156) | 20 min; stronger effect = lower value | Potassium voltage-gated channel subfamily KQT member 2 (Rattus norvegicus), O88943 | 1.1% of 310,000 active | B-score at 10 µM;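 active means fluorescence ratio B-score at most minus 3 library SDs, with starting brightness B-score within 2 library SDs, cut at about -5.5 in these data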
# OX1R antag: antagonists of human orexin 1 receptor (OX1R). OX1R-expressing cells, FRET antagonist read-out. inhibition, % at 6.6 µM. 1.8% of 330,000 active. AID 485270, 2010; in the data active means inhibition mostly above about 38%, no sharp cut-off; inactive means mostly below about 40%;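 further: 0% = agonist challenge alone and 100% = reference antagonist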
# Target sequence (O43613 whole entry, looked up): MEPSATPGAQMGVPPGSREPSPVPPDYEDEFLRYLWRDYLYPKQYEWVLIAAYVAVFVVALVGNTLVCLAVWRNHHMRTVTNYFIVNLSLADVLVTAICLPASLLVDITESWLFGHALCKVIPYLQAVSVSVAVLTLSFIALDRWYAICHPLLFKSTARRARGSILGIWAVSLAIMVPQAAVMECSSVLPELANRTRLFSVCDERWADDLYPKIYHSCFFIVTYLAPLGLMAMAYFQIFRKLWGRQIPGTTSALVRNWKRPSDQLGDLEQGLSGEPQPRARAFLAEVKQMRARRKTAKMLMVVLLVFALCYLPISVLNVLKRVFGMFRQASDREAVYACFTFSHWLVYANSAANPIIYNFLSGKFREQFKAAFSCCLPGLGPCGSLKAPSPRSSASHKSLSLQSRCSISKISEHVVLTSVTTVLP
# Active calls of the source: *; i = inactive; . = no result given.
nr	molecule	STK33 kinase inh	KCNQ2 inh	OX1R antag
1	CC1(C)O[C@@H]2[C@H](O1)[C@@H](COS(=O)(=O)O)O[C@H]2n1c(=S)[nH]c2c(=O)[nH]c(N)nc21	3.6	.	7
2	COc1ccc(-c2nc(N)ncc2-c2csc(C)n2)c(O)c1	14	i	12
3	COc1ccccc1CN(C)C(=O)c1cccc(S(=O)(=O)N2CCc3ccccc3C2)c1	-0.5	.	13
4	O=S1(=O)CC(O)C(NCc2ccco2)C1 (stereo not drawn)	-1.6	i	15
5	COc1cc(C(=O)NNC2=NC(C)(C)Cc3cc(C)c(C)cc32)cc(OC)c1OC	-0.8	i	9
6	Nc1nc(Nc2ccccc2F)nc(NCc2ccccc2)c1[N+](=O)[O-]	0.2	i	21
7	CC(CNS(=O)(=O)c1ccccc1)Sc1nncn1C (stereo not drawn)	3.0	i	6
8	O=C(CSCc1ccc(Cl)cc1)Nc1ccc(Br)cc1C(=O)O	-0.7	i	17
9	CCOc1ccccc1NC(=O)c1ccc2c(c1)C(=O)N(CC(C)C)C2=O	-0.7	i	10
10	CCOC(=O)N1CCN(C2=C(NS(=O)(=O)c3ccc(C)cc3)C(=O)c3ccccc3C2=O)CC1	1.9	i	83*
11	Cn1c(O)c(N=NC(=O)CNC(=O)c2ccco2)c2ccccc21	0.3	i	79*
12	O=C(NCCSCc1ccccc1)c1ccc(F)cc1	-1.8	i	0
13	Cc1cc(OCCCC(=O)NNC(=O)c2ccncc2)ccc1Cl	0.4	i	17
14	COc1ccc(CN(C(=O)c2oc3cc(C)ccc3c2C)C2CCS(=O)(=O)C2)cc1OC (stereo not drawn)	-2.2	i	3
15	Brc1cccc(C2CC(c3ccccc3)n3nnnc3N2)c1 (stereo not drawn)	-2.0	i	10
16	Cc1ccccc1NC(=O)CSc1ccc(-c2ccccn2)nn1	0.6	i	0
17	O=C(NCc1ccccc1)c1ncn(Cc2ccccc2)c1C(=O)NCc1ccccc1	0.2	.	8
18	CC1(C)C2CCC1(CS(=O)(=O)Nc1ccc(S(=O)(=O)N3CCCC3)cc1)C(=O)C2 (stereo not drawn)	-2.2	i	16
19	Cc1ccc2c(c1)CCCN2C(=O)c1ccoc1C	1.0	i	-1
20	CCOc1ccc(CCNC(=O)Cn2cccc2C(=O)c2ccccc2C)cc1OCC	-1.6	i	16
21	Cc1ccc(CNC(=O)C2CCC(CNc3c(N4CCOCC4)c(=O)c3=O)CC2)cc1 (stereo not drawn)	-0.3	i	10
22	COc1ccccc1CNC(=O)CCS(=O)(=O)Cc1ccc(C)cc1	-1.0	i	8
23	Cc1ccc(NC(=O)COC(=O)c2cc(Cl)cc(Cl)c2)c(Br)c1	-1.5	i	9
24	Cc1ccccc1N(C(=O)c1snc(C(N)=O)c1N)C(C(=O)NCC1CCCO1)c1ccc(F)cc1 (stereo not drawn)	-0.3	i	0
25	O=C(Nc1ccc(F)cc1)NC1CCCc2ccccc21 (stereo not drawn)	-1.4	i	2
26	CC1CN(c2ccc(NC(=O)c3ccco3)cc2C(=O)O)CC(C)O1 (stereo not drawn)	-0.1	i	9
27	CC(=O)Nc1sc(C)c(C)c1C(=O)Nc1ccc(C)cc1	0.3	i	8
28	CCOc1cc(CNc2ccccc2SC)ccc1O	0.3	i	8
29	COc1ccc(CNC(=O)c2cc3cccc(OC)c3oc2=N)cc1	-1.1	i	23
30	Cc1ccc(C)c(N2CCN(CC(=O)Nc3ccc4[nH]c(=O)[nH]c4c3)CC2)c1	0.2	i	14
31	CN(C)S(=O)(=O)c1cc(S(=O)(=O)N(C)C)c(Cl)cc1N	-1.9	i	3
32	COc1cc(CCC(=O)OCC(=O)Nc2c(C)cccc2C(C)C)cc(OC)c1OC	-1.0	i	22
33	CCN(CCn1cccn1)C(=O)C1CCC(=O)N(CC2CCCCC2)C1 (stereo not drawn)	-2.2	i	4
34	O=C(N/N=C\c1ccc(Br)o1)C1COc2ccccc2O1 (stereo not drawn)	-0.4	i	7
35	O=C(C1CCN(c2nnnn2-c2ccccc2)CC1)N1CCN(c2ccccc2)CC1	1.2	i	9
36	O=C(COC(=O)Cc1c(F)cccc1Cl)NC(=O)Nc1ccccc1F	-0.6	.	9
37	CCC(=O)Nc1cccc(C(=O)OC)c1	-2.6	i	2
38	CCCCC(=O)Nc1ccc(NC(=O)c2cccnc2)cn1	0.0	i	23
39	N#C/C(=C\c1cc2ccccc2nc1N1CCOCC1)C(=O)Nc1ccc(N2CCOCC2)cc1	-1.4	i	22
40	Cc1c(C(=O)NC2CCN(Cc3ccccc3)C2)oc2ccc(Br)cc12 (stereo not drawn)	-2.0	i	18
41	COc1cccc(NC(=O)C2CCCN2S(=O)(=O)c2ccc3c(c2)n(C)c(=O)c(=O)n3C)c1 (stereo not drawn)	-0.3	i	5
42	Oc1c(Cl)cc(Cl)cc1CNc1nccs1	-1.4	i	13
43	c1ccc(-n2ncc3c(N4CCCC4)ncnc32)cc1	-0.3	i	10
44	O=C(O)Cc1c(C(=O)O)nnn1-c1ccc(Cl)cc1Cl	-1.7	i	10
45	O=C(NCc1ccc(F)cc1)c1cccnc1	0.8	i	-8
46	COC(=O)C1CCN(c2cc(=O)n(-c3ccccc3Cl)c(=O)[nH]2)CC1	0.7	.	8
47	O=C(O)c1ccccc1SCc1nc2ccccn2c1Br	-1.1	i	10
48	O=C(NCCc1ccccc1)C(=O)NCC1OCCN1S(=O)(=O)c1cc(F)ccc1F (stereo not drawn)	-1.8	i	24
49	COc1ccc(N2C(=O)CC(n3c(CCCCO)nc4ccccc43)C2=O)cc1 (stereo not drawn)	-2.8	i	16
50	CC(C)CC(NC(=O)c1ccccc1NC(=O)c1ccccc1)C(=O)O (stereo not drawn)	-1.4	i	26
51	O=C1CSC(c2ccc(F)cc2)N1c1c(F)cccc1F (stereo not drawn)	-0.3	i	14
52	CCC1(C(=O)O)NC(c2cc(OC)ccc2O)C2C(=O)N(Cc3ccccc3)C(=O)C21 (stereo not drawn)	-0.3	i	8
53	Cc1cccc(-c2oc3ccccc3c2-c2ccc3c(c2)OCO3)c1	-0.2	i	9
54	CC(NC(=O)Cc1cccs1)c1ccccc1 (stereo not drawn)	-1.7	i	12
55	COc1cc(CC(=O)Nc2ccccc2N2CCOCC2)cc(OC)c1OC	-0.9	i	-3
56	Cc1cc(C)n(CCCNC(=O)c2ccc3c(c2)NC(=O)CS3)n1	-4.7	i	6
57	CCOC(=O)N1CCC(NC(=O)CCc2c(C)nc3ncnn3c2C)CC1	-1.4	i	8
58	Cc1ccc(NC(=O)C(CC(C)C)NC(=O)C2CCC(C)CC2)nc1 (stereo not drawn)	-1.2	i	9
59	Cc1cc(C)cc(N(CCC#N)C(=O)COC(=O)C2=COCCO2)c1	-0.5	i	-2
60	Cc1ccc(CNC(=O)CN(c2cccc([N+](=O)[O-])c2)S(C)(=O)=O)cc1	-0.2	i	8

# Sorted by length of the SMILES (low to high): five of the compounds above
nr	molecule	STK33 kinase inh	KCNQ2 inh	OX1R antag
43	c1ccc(-n2ncc3c(N4CCCC4)ncnc32)cc1	-0.3	i	10
38	CCCCC(=O)Nc1ccc(NC(=O)c2cccnc2)cn1	0.0	i	23
34	O=C(N/N=C\c1ccc(Br)o1)C1COc2ccccc2O1 (stereo not drawn)	-0.4	i	7
55	COc1cc(CC(=O)Nc2ccccc2N2CCOCC2)cc(OC)c1OC	-0.9	i	-3
33	CCN(CCn1cccn1)C(=O)C1CCC(=O)N(CC2CCCCC2)C1 (stereo not drawn)	-2.2	i	4

# Whole records, quoted from the list. Values in the order: STK33 kinase inh, KCNQ2 inh, OX1R antag
# Cc1ccc(NC(=O)COC(=O)c2cc(Cl)cc(Cl)c2)c(Br)c1 is entered as -1.5, i, 9
# c1ccc(-n2ncc3c(N4CCCC4)ncnc32)cc1 is entered as -0.3, i, 10
# Cn1c(O)c(N=NC(=O)CNC(=O)c2ccco2)c2ccccc21 is entered as 0.3, i, 79*
# COc1ccccc1CNC(=O)CCS(=O)(=O)Cc1ccc(C)cc1 is entered as -1.0, i, 8
# O=C(NCc1ccccc1)c1ncn(Cc2ccccc2)c1C(=O)NCc1ccccc1 is entered as 0.2, ., 8

# (listing goes on)
nr	molecule	STK33 kinase inh	KCNQ2 inh	OX1R antag
61	CC1(c2ccccc2)NC(=O)N(CC#N)C1=O (stereo not drawn)	-1.3	i	15
62	COc1ccc(-c2nnc(-c3ccc(OCC(C)C)cc3)o2)cc1	-1.0	i	8
63	CN(C(=O)CSc1nc2ccccc2s1)c1c(N)n(Cc2ccccc2)c(=O)[nH]c1=O	-0.2	i	34
64	Cc1cccc(C)c1NC(=O)CCCSc1nnc(-c2ccco2)o1	0.3	i	13
65	O=C(NC(=S)Nc1ccc2c(c1)OCCO2)c1ccccc1	-1.3	i	4
66	O=[N+]([O-])c1ccccc1S(=O)(=O)Nc1ccc(-c2ccc3nncn3n2)cc1	0.2	i	32
67	COc1ccc(Cc2nnc(NC(=O)c3ccc(OC)cc3OC)s2)cc1	-0.6	i	10
68	CN(C)CCNC(=O)c1cc2cc(Br)ccc2oc1=O	-0.3	i	25
69	CCCn1c(=O)c2ccccc2n2c(SCCOc3ccccc3F)nnc12	0.3	i	21
70	CC(C)c1cccc(C(C)C)c1NC(=O)COC(=O)C1=COCCO1	-1.2	i	0
71	COc1ccc(NC(=O)CCCOc2ccc(Cl)c(C)c2)cc1S(=O)(=O)N1CCOCC1	-0.4	.	18
72	CN(C)C(CNS(=O)(=O)c1ccc2ccccc2c1)c1ccccc1 (stereo not drawn)	1.6	i	-9
73	O=C(Nc1ccc(Cl)cc1)c1cccc(NC2=NC3CS(=O)(=O)CC3S2)c1 (stereo not drawn)	-0.4	i	0
74	CCOC(=O)c1ccc(NS(=O)(=O)c2cc(-c3nnnn3C(C)C)ccc2OC)cc1	-0.3	i	12
75	O=C(Nc1nc(N2C(=O)c3ccccc3C2=O)n(-c2ccccc2)n1)c1ccccc1	0.1	i	5
76	CS/C(=C\[N+](=O)[O-])Nc1ccc(C)cc1	-0.7	i	28
77	CC1(C)Cc2c(c(N3CCOCC3)nc3sc4c(N5CCOCC5)nnnc4c23)CS1	-1.2	i	12
78	OCC[C@@H]1C[C@H](O)[C@@H](O)[C@@]2(Cc3ccccc3CO2)O1	0.0	i	18
79	CCC(=O)N1C(C(=O)NCc2ccc(OC)cc2)CSC1c1ccc(OC)cc1 (stereo not drawn)	7.6	i	18
80	CCOc1ccc(-c2nnn(CC(=O)N3CCN(c4ccc(OC)cc4)CC3)n2)cc1OCC	-0.3	i	18
81	O=C(CCc1nnc(-c2ccc(-c3ccccc3)cc2)o1)N1CCCCC1	0.8	i	5
82	COc1ccc(C(=O)NCC(=O)OCC(=O)NC2CCCCCC2)cc1OC	-1.9	.	3
83	CCOC(=O)C1=C(C)NC(=O)NC1c1ccc(Br)s1 (stereo not drawn)	-1.1	i	13
84	S=c1[nH]nc(Cc2ccccc2)n1-c1cccc2ccccc12	-1.0	i	20
85	O=Cc1ccc(C(=O)OCC(=O)Nc2ccc(F)cc2F)cc1	1.4	i	-8
86	C=CCn1c(COc2cccc3cccnc23)nnc1SCC(=O)O	-1.8	i	11
87	Cc1cc(C)nc(Nc2nc3ccccc3[nH]2)n1	-1.3	i	23
88	O=C(CN1C(=O)C(c2ccc(F)cc2)=NC12CCCC2)Nc1ccc(F)cc1	-1.0	i	12
89	CSc1nnnn1-c1cccc(O)c1	-0.2	i	12
90	Cc1ccccc1CS(=O)(=O)Cc1ccc(C(=O)NCCCN2CCCC2=O)o1	-0.9	i	11
91	O=C1C(=O)N(Cc2cccnc2)C(c2cccc(Br)c2)/C1=C(/O)c1ccc2c(c1)OCO2 (stereo not drawn)	0.0	i	47
92	O=C(NC1CCN(Cc2ccccc2)CC1)C1CCN(S(=O)(=O)c2ccccc2)CC1	-0.5	i	8
93	Cc1cc(C)c(C#N)c(SCC(=O)Nc2nonc2N)n1	0.3	i	28
94	c1ccc(-n2cnc3cc(NCc4ccncc4)ccc32)cc1	-0.1	i	7
95	Cc1cc(C)cc(OCC(O)CN2C(=O)NC(C)(C)C2=O)c1 (stereo not drawn)	-0.9	i	6
96	O=C1CC(N2CCN(C/C=C/c3ccccc3)CC2)C(=O)N1CCc1ccccc1 (stereo not drawn)	-1.8	i	10
97	Cc1ccc(C(=O)Nc2cccnc2Cl)cc1Cl	0.6	i	-8
98	COC(=O)C1(C)NC(c2ccc(OC)cc2)C2C(=O)N(c3ccccc3)C(=O)C21 (stereo not drawn)	-2.3	i	-9
99	CCCNC(=O)CSc1nnc(-c2ccccc2Br)n1-c1cccc(C(F)(F)F)c1	0.3	i	7
100	CC(=O)N1CCN(c2ccc([N+](=O)[O-])cc2)CC1	-0.2	i	33
101	COc1ccc(S(=O)(=O)N2CCC(C(=O)Oc3cccc(C)c3)CC2)cc1OC	-1.9	i	-1
102	c1ccc(Nc2nc3ccccc3n3cnnc23)cc1	-0.9	i	59*
103	Cc1cc(NC(=O)CSc2ncnc3ccccc23)no1	-1.0	i	13
104	CCCNC(=O)C1CC(c2ccc(C(F)(F)F)cc2)=NO1 (stereo not drawn)	-1.3	i	14
105	Cc1ccc(N(C(=O)Cc2cccs2)C(C(=O)NCC2CCCO2)c2ccncc2)cc1 (stereo not drawn)	0.3	i	20
106	CCOC(=O)N1CCN(C2CC(=O)N(c3ccccc3)C2=O)CC1 (stereo not drawn)	-2.3	i	1
107	O=C(NC1CCCCC1)c1cccc(S(=O)(=O)N2CCCCC2)c1	-1.4	i	13

# Assay outcomes (PubChem)

# Compounds as they come; about 2.7% have a hit in one of these screens.
